High-throughput results: PubChem, several laboratories
TRPC6 inh: blocks the mouse TRPC6 cation channel | Q61143 | HEK293-TRPC6, membrane potential dye, ACh-evoked depolarization; stronger effect = lower value | B-score at 10 µM | actives 1.1% (n = 310,000);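 active means B-score under library mean minus 3 SD, initial fluorescence not abnormally high, positive integrated signal ratio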;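 further: B-score derived from integrated fluorescence ratio over the kinetic read; more negative B-score means stronger inhibition of depolarization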
Target sequence (Q61143 whole entry, looked up): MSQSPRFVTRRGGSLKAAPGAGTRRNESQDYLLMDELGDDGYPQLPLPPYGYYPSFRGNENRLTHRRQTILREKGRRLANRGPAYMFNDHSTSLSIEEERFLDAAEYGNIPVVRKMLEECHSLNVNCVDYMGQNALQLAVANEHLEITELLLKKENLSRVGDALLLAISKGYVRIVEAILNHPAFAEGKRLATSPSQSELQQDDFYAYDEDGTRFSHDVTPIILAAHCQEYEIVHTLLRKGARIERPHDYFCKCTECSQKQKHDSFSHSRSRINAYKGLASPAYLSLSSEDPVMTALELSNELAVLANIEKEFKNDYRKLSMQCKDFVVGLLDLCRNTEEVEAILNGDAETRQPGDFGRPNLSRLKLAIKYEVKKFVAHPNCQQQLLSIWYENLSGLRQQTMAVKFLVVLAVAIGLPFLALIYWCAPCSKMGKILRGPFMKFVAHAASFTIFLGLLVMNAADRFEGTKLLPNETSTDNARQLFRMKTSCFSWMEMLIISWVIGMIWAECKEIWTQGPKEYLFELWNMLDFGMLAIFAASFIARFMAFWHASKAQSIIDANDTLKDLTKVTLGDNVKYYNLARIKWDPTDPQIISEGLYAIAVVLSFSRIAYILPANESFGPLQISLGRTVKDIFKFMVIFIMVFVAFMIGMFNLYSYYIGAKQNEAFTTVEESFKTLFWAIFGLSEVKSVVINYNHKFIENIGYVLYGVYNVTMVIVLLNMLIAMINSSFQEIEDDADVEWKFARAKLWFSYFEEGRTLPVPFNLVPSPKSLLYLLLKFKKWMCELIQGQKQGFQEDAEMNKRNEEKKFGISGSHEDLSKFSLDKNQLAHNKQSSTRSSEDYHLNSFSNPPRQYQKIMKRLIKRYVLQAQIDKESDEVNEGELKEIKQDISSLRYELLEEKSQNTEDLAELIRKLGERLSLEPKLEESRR
TRPC6 act: mouse TRPC6 channel activation; Q61143; HEK293-TRPC6 membrane potential dye fluorescence; stronger effect = higher value; B-score at 10 µM; actives 0.13% (n = 310,000); AID 2550;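 active means B-score of the integrated fluorescence ratio above library mean plus 3 SD, and starting fluorescence ratio within library mean plus 5 SD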;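 further: higher score means more depolarization so channel activation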
HDAC3 inhib: inhibitors of human histone deacetylase 3; recombinant HDAC3, fluorogenic peptide/trypsin coupled, fluorescence; AID 2718; inhibition, % at 8.3 µM; actives 0.15% (n = 320,000); in the data active means inhibition above about 26%, passing the limit was not always enough
TMEM16A inh: mouse TMEM16A channel inhibition, primary screen; HEK293 TMEM16A/YFP iodide influx fluorescence, ionomycin; actives 1.2% (n = 310,000); normalized B-score (activity score, 25-100; higher = stronger inhibition) at 10 µM; AID 588511;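 active means ratio plate-corrected score three or more library SD toward inhibition, starting fluorescence score within five deviations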;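 further: score derived from kinetic fluorescence span divided by baseline fluorescence per well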
SKKanGAS inh: blocks kanamycin growth of S. pyogenes SKKanGAS strain | AID 1662 | actives 1.3% (n = 300,000) | inhibition, % at 7.5 µM | BacTiter-Glo, 6 h;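 active means mean replicate score, as percent of positive control median, at least 50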;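 further: strain carries kanamycin resistance gene driven by streptokinase promoter and grows in 40 µg/ml kanamycin; loss of luminescence reflects streptokinase promoter inhibition or plain growth inhibition; 0% = median of DMSO wells and 100% = positive control at its reference dose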
MrgX1 ag: agonists of human MrgX1 receptor. Q96LB2. MrgX1-HEK293 cells, Fluo-4 calcium fluorescence, agonist mode; stronger effect = higher value. B-score at 10 µM. actives 0.44% (n = 310,000). AID 588627;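 active means calcium response B-score plate-corrected fluorescence ratio at least 3 library SD, with starting fluorescence B-score inside 5 SD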
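Material – MrgX1-expressing HEK293 cells · Input – 15,000 cells seeded per well · Dosing – compound as first of three additions · Times – overnight seeding, then 1 h dark dye loading · Measured by – kinetic Fluo-4 NW fluorescence of intracellular calcium · Read-out – B-scored fluorescence response ratio · Benchmarks – positive and negative control wells on each plate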
MrgX1 PAM: allosterically activates human MrgX1 receptor signaling. actives 0.63% (n = 310,000). B-score at 10 µM. MrgX1-HEK293, Fluo-4 calcium flux, FDSS; stronger effect = higher value. AID 588675. Q96LB2;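 active means plate-corrected calcium response at least 3 library SD above typical, normal starting fluorescence, not activating the receptor alone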;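 further: compound read alongside a low EC10 to EC30 dose of BAM8-22 agonist; peak minus trough fluorescence over baseline measured at the second addition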
TMEM16A act: activators or potentiators of mouse TMEM16A chloride channel; B-score at 10 µM; AID 623877; HEK293 TMEM16A/YFP-H148Q/I152L, iodide quench fluorescence; stronger effect = lower value; actives 0.3% (n = 340,000);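 active means fluorescence-ratio B-score plate-corrected deviation score at least 3 library SD below zero, with starting fluorescence score within 5 deviations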;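 further: channel opened by trigger with iodide after compound preincubation; score built on the fluorescence ratio of max minus min over baseline; more negative score means more quench and so TMEM16A activation or potentiation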
MrgX1 antag: antagonists of human MrgX1 receptor. MRGX1-HEK293 calcium flux, Fluo-4, BAM8-22 antagonism; stronger effect = lower value. B-score at 10 µM. actives 1.3% (n = 310,000);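 active means calcium-response B-score plate-corrected more than 3 library SD below zero, starting fluorescence within 5 deviations, no agonist response on first addition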;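 further: peak minus trough fluorescence over baseline after final BAM8-22 challenge near maximal dose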
RGS4 block: human RGS4 inhibition | P49798 | HEK293 M3R/RGS4 inducible, Fluo-4 calcium flux; stronger effect = higher value; triggered by carbachol at its EC20 | B-score at 10 µM | actives 0.45% (n = 310,000);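 active means B-score, a plate-corrected calcium signal, over three deviations above library mean, with baseline fluorescence within five deviations of library mean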;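 further: RGS4 expression induced by doxycycline in cells with stable M3 receptor; B-score is computed from the integrated fluorescence ratio over baseline after carbachol; higher B-score means a larger calcium signal and so more RGS4 inhibition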
RGS4 pot: RGS4 potentiation or activation; HEK293 M3R/inducible RGS4, carbachol calcium flux Fluo4; stronger effect = lower value; B-score at 10 µM; actives 0.92% (n = 310,000); AID 463111;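 active means B-score of the integrated calcium signal more than 4 SD below the library mean, with starting fluorescence not abnormally high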;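 further: negative B-score means reduced calcium response which marks RGS4 activation or potentiation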
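Material: M3R-expressing HEK293 line, RGS4 induced by doxycycline | Schedule: Overnight RGS4 induction, 30 min dye load 37 °C, 20 min compound RT | Measured by: Fluo4 fluorescence kinetic imaging of calcium | Read-out: Integrated calcium ratio converted to B score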
* marks the source's active call; other numbers are inactive results; i = inactive; · = not tested or not shown.

Structure	TRPC6 inh	TRPC6 act	HDAC3 inhib	TMEM16A inh	SKKanGAS inh	MrgX1 ag	MrgX1 PAM	TMEM16A act	MrgX1 antag	RGS4 block	RGS4 pot
CCN=C1SC(CC(=O)Nc2ccc(C)cc2)C(=O)N1CC (stereo not drawn)	i	i	0	i	0	i	i	i	i	i	i
CCOC(=O)C/C(C)=N\Nc1ccc([N+](=O)[O-])cc1[N+](=O)[O-]	i	i	2	i	-8	i	i	i	i	i	i
Cc1nn2c(COc3ccc(NC(=O)c4ccccc4Cl)cc3)nnc2c2ccccc12	i	i	-1	i	87*	i	i	i	i	i	i
NC(=O)c1c(NC(=O)c2ccc(F)cc2Cl)sc2c1CCC2	i	i	-1	i	0	i	i	i	i	i	i
Cc1cc(C)cc(NC(=O)Nc2ccccc2N2CCCCC2)c1	i	i	0	i	11	i	i	i	i	i	i
COc1ccccc1OC(C)C(=O)NNC(=S)NC1CCCC1 (stereo not drawn)	i	i	-5	i	-10	i	i	i	i	i	i
Cc1ccc(OCC(=O)N/N=C/c2cn(C)c3ccccc23)cc1	i	i	10	i	-7	i	i	i	i	i	i
O=C(N/N=C/c1ccco1)C(O)c1ccccc1 (stereo not drawn)	i	i	4	i	-2	i	i	i	i	i	i
C=CCNc1oc(Cc2cccc3ccccc23)nc1C#N	i	i	6	i	-3	i	i	i	i	i	i
O=C(NCCCc1ccccc1)c1cccs1	i	i	-10	i	-4	i	i	i	i	i	i
CCc1ccc(/C=C2/SC(=S)N(CC(=O)Nc3nc4ccccc4s3)C2=O)cc1	i	i	0	i	79*	i	i	i	i	i	i
Cc1c(Cl)cccc1NC(=S)N(Cc1cccs1)C1CCCC1	i	i	11	i	5	i	i	i	i	i	i
O=c1c2ccccc2ncn1-c1ccccc1F	i	i	2	i	0	i	i	i	i	i	i
Cc1ccc2c(c1)C(=O)OC1(O)C3C4C=CC(C4)C3C(=O)N21 (stereo not drawn)	i	i	0	i	-3	i	i	i	i	i	i
CC(=O)c1ccc(OCCCN2CCCCC2)cc1	-5.1*	i	2	i	6	i	i	i	i	i	i
COc1cnc(-c2ccccn2)nc1Sc1ccccc1	i	i	15	i	91*	i	i	i	i	i	i
CCC1(C)Cc2c(sc3nc4n(c(=O)c23)CCCS4)CO1 (stereo not drawn)	i	i	-1	i	-8	i	i	i	i	i	i
Cc1ccc(C)c(NC(=O)C2C3CCCC2C3c2ccccc2)c1 (stereo not drawn)	i	i	-3	i	10	i	i	i	i	i	i
CN(C)S(=O)(=O)c1ccc(N/C=C(\[N+](=O)[O-])S(=O)(=O)c2ccccc2)cc1	i	i	8	i	1	i	i	i	i	i	i
CCOC(=O)c1ccsc1NC(=O)CCS(=O)(=O)c1ccccc1	i	i	-5	i	17	i	i	i	i	i	i
O=C(NCCN1CCN(C(=O)c2c(F)cccc2F)CC1)C(=O)Nc1ccc(Cl)cc1	i	i	9	i	-10	i	i	i	i	i	i
CCn1c(C)cc2c(c1=O)C(c1ccncc1)C(C#N)=C(N)O2 (stereo not drawn)	i	i	-10	i	1	i	i	i	i	i	i
CCCCC(=O)Nc1c(-c2ccc(OC)c(OC)c2)c(=O)c2ccccc2n1C	i	i	1	i	-3	i	i	·	i	i	i
O=C(NCCCCc1ccccc1)c1ccccc1F	i	i	-11	i	-4	i	i	i	i	i	i

2 of these compounds in another layout:
Every second line gives: TRPC6 inh, TRPC6 act, HDAC3 inhib, TMEM16A inh, SKKanGAS inh, MrgX1 ag, MrgX1 PAM, TMEM16A act, MrgX1 antag, RGS4 block, RGS4 pot
- COc1cnc(-c2ccccn2)nc1Sc1ccccc1
    i, i, 15, i, 91*, i, i, i, i, i, i
- CCC1(C)Cc2c(sc3nc4n(c(=O)c23)CCCS4)CO1 (stereo not drawn)
    i, i, -1, i, -8, i, i, i, i, i, i

Other results:
Structure	TRPC6 inh	TRPC6 act	HDAC3 inhib	TMEM16A inh	SKKanGAS inh	MrgX1 ag	MrgX1 PAM	TMEM16A act	MrgX1 antag	RGS4 block	RGS4 pot
CCOC(=O)N1CCN(c2c(NCCCN(CC)Cc3ccccc3)c(=O)c2=O)CC1	i	i	2	i	0	i	i	i	i	i	i
On1ccccc1=S	·	·	8	i	·	i	i	i	i	·	·
Cc1cccc(NC(=O)Cn2nnc3sc4c(c3c2=O)CC(C)(C)OC4)c1	i	i	14	i	4	i	i	i	i	i	i
N#Cc1ccccc1NC(=O)COC(=O)CCc1ccc(S(=O)(=O)N2CCCCC2)cc1	i	i	8	i	6	i	i	i	i	i	i
CC(=O)Nc1ccc(/C=N/Nc2nncc3ccccc23)cc1	i	i	1	i	-3	i	i	i	i	i	i
CC12CC3(C)CC(C)(C1)CC(C(=O)NC1=NCCS1)(C2)C3	i	i	5	25*	84*	i	i	i	i	i	i
Cc1ccc(C(=O)N/N=C\c2ccc(Br)o2)o1	i	i	7	i	-4	i	i	i	i	i	i
Cc1cc(-c2ccc(C)c(S(=O)(=O)Nc3cc(C)on3)c2)on1	i	i	-3	i	0	i	i	i	i	i	i
Cc1cc(=O)oc(C)c1C(=O)N1CCN(C)CC1	i	i	-1	i	1	i	i	i	i	i	i
O=C(c1ccccc1)c1cnc[nH]1	i	i	2	i	-1	i	i	i	i	i	i
Cc1cccc(C)c1NC(=O)CCS(=O)(=O)c1cccc2nonc12	i	i	-5	i	-10	i	i	i	i	i	i
COc1ccccc1CN1CC(C(=O)NCc2ncccc2C)CCC1=O (stereo not drawn)	i	i	4	i	51*	i	i	i	i	i	i
COc1cccc(CNC(=O)Cn2ccc3cc(S(=O)(=O)N4CCCCCC4)ccc32)c1OC	i	i	4	i	0	i	i	i	i	i	i
CC(C)NC(=S)N1CCN(Cc2ccc3c(c2)OCO3)CC1	i	i	-10	i	-4	i	i	i	i	i	i
CCC(C)[C@H](NS(=O)(=O)c1ccc(C)cc1)C(=O)N1CCC(C(=O)N[C@H](C(=O)O)c2ccccc2)CC1 (stereo partly drawn)	i	i	0	i	-3	i	i	i	i	i	i
O=C(Nc1ccc(F)cc1)Oc1ccc[nH]c1=O	i	i	7	i	-3	i	i	i	i	i	i
O=C(c1ccc(F)cc1)c1c[nH]c(C(=O)NCc2cccnc2)c1	i	i	-3	i	0	i	i	i	i	i	i
CCOC(=O)N1CCC2(CC1)C(C(=O)C13CC4CC(CC(C4)C1)C3)C2(C#N)C#N (stereo not drawn)	i	i	9	i	4	i	i	i	i	i	i
O=C(c1cc(Br)c[nH]1)N1CCCCC1	i	i	-5	i	1	i	i	i	i	i	i
Cc1ccc2cc(CCNC(=O)C(C)(C)C)c(=O)[nH]c2c1	i	i	-6	i	-2	i	i	i	i	i	i
Cc1cc(CC(C)C)n(-c2nc3ccccc3c(=O)n2OCC(N)=O)n1	i	i	-2	i	13	i	i	i	i	i	i
Cn1c(=O)c2c(nc(N/N=C3\CCCc4ccccc43)n2Cc2ccc(F)cc2)n(C)c1=O	i	i	5	i	4	i	i	i	i	i	i
CC(=O)c1cccc(NC(=O)/C(=C/c2ccco2)NC(=O)c2ccco2)c1	i	i	·	i	0	i	i	i	i	i	i
O=C(COc1ccc(Cl)cc1)NCCSCc1ccccc1Cl	i	i	-1	i	-26	i	i	i	i	i	i
Cc1nc2c(C(=O)NCc3ccccc3)c[nH]n2c(=O)c1Cl	i	i	-5	i	-5	i	i	i	i	i	i
FC(F)(F)c1cc(NC2CCCCC2)ccn1	i	i	1	i	1	i	i	·	i	i	i
CC(C)N1CCC(n2nccc2NC(=O)c2ccc3c(c2)OCO3)CC1	i	i	-5	i	16	i	i	i	i	i	i
CN(C)c1ccc(P(=O)(COc2ccc([N+](=O)[O-])cc2)c2ccc(N(C)C)cc2)cc1	i	i	-1	i	4	i	i	i	i	i	i
COc1ccc2cc1Oc1ccc(cc1)CC1c3c(cc(OC)c4c3Oc3cc5c(cc3O4)CCNC5C2)CCN1C (stereo not drawn)	i	i	10	i	17	i	i	i	i	i	i
CCOn1c(=O)c(-c2ccccc2)[n+]([O-])c2ccccc21	i	i	·	i	4	i	i	i	i	i	i
CC(C)(C#CCN1CCCCC1)OCCOC(c1ccccc1)c1ccccc1	i	i	9	i	0	i	i	i	i	i	-12*
CC(OC(=O)CCCN=C1NS(=O)(=O)c2ccccc21)C(=O)N(C)c1ccccc1 (stereo not drawn)	i	i	-2	i	-4	i	i	i	i	i	i
CSc1cccc(NC(=O)CCn2c(=O)c3cccn3c3cccnc32)c1	i	i	-7	i	1	i	i	i	i	i	i
O=C(Cn1c(=O)c2c(ncn2Cc2ccccc2)n(Cc2ccccc2)c1=O)NC1CC1	i	i	0	i	1	i	i	i	i	i	i
O=C1C(Cl)=C(NCC2CCCO2)C(=O)N1c1ccccc1 (stereo not drawn)	i	i	10	i	-2	i	i	i	i	i	i
Cc1ccc(Cc2c[nH]c(=S)s2)cc1	i	i	6	i	-5	i	i	i	i	i	i
O=C(CSc1nnc(Cc2cccs2)n1Cc1ccco1)Nc1ccc(Cl)cc1Cl	i	i	-2	i	3	i	i	i	i	i	i
CCOC(=O)C(Cc1ccccc1)NS(=O)(=O)c1ccc(NC(C)=O)cc1 (stereo not drawn)	i	i	-3	i	2	i	i	i	i	i	i
O=C(Nc1nc(-c2ccc(Cl)cc2)cs1)C1CCCO1 (stereo not drawn)	i	i	2	i	-32	i	i	i	i	i	i
NC(=S)Nc1ncc(C(F)(F)F)cc1Cl	i	i	1	i	-1	i	i	i	i	i	i
COC(=O)CSCC(=O)Nc1cc2c(cc1C(C)=O)OCO2	i	i	0	i	0	i	i	i	i	i	i
Cc1ccc(C)c(SCC(=O)NNC(=O)c2ccccc2)c1	i	i	-2	i	-4	i	i	i	i	i	i
O=C(Oc1cccc(-n2cnnn2)c1)c1ccccc1	i	i	3	i	·	i	i	i	i	i	i
COCCCNC(=O)CC(NS(=O)(=O)c1ccc(C)cc1)c1ccc(OC)cc1 (stereo not drawn)	i	i	-3	i	-1	i	i	i	i	i	i
